A-T KAP1 phos: potential ataxia-telangiectasia treatments restoring KAP-1 phosphorylation; […] A-T fibroblasts, KAP-1 phosphorylation AlphaLISA; neocarzinostatin DNA damage 30 min before lysis; Potency, µM (doses to about 57.5 µM), inactives show top-dose activation, actives largely listed as activators; hit rate 0.19% among 320,000; note: potency is the fitted concentration of half-maximal effect; % of control where 0% means no effect; nearly all actives have a fitted effect of over 45% in size
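ATM-like activity read as KAP-1 phosphorylation via AlphaLISA donor/acceptor antibody pairs after lysis and 6 hr at 25C. Cells were ATM-null patient fibroblasts ([…], hTERT), dosed 60 min, then exposed to the DSB inducer NCS for 30 min.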
TSG101-PTAP inh: blocks PTAP/TSG101 interaction to inhibit HIV-1 budding | Q99816 | Fluorescence polarization, FITC-PTAP peptide / Tsg101 binding | Potency, µM (highest dose often 115 µM), without a hit: at the top dose activity change, negative = inhibition, actives largely listed as inhibitors | 340,000 tested, under 10 active | AID 493005; active = well fitted inhibition curve with a large enough effect in the main read-out, with a control signal flat, not every such curve was filed as active; inconclusive = small, poorly fitted or top-dose-only effect, or effect the other way, or a change in a side signal; inactive = no such curve, though single readings can be large or run the other way; note: potency is the fitted concentration of half-maximal effect; % of control where 0% means no effect
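Fluorescence polarization binding of Tsg101 binding domain (10 uM final) to FITC-labeled PTAP peptide (50 nM final) in HEPES pH 7.5 buffer with NaCl, Tween 20, EDTA, TCEP. Compounds added before peptide; binding 20 min at RT.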
MBNL1 CUG block: blocks human MBNL1 binding to CUG repeat RNA | Q9NR56 | TR-FRET MBNL1-His/biotin-(CUG)12 binding, 665/545 ratio | Potency, µM (doses to about 57.5 µM), inactives show at the top dose activity change, negative = inhibition, hits mostly inhibitors | hit rate 0.036% among 280,000 | AID 2675; active = well fitted inhibition curve with a large enough effect in the signal ratio, with a control signal flat, not every such curve was filed as active; inconclusive = small, poorly fitted or top-dose-only effect, or effect the other way, or a change in a side signal; inactive = no such curve, though single readings can be large or run the other way; the % refers to the signal ratio; note: potency is the fitted concentration of half-maximal effect; % is set by controls: 0 for no effect and ±100 for the full control effect
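MBNL1-His + Biotin-(CUG)12, cpd titration 92 nM–58 uM; Tb anti-His Ab 0.055 ng/ul, SA-XL665 5 nM (final); 60 min RT; ratiometric 665/545 nm, Ex 340 nm; normalized to buffer and full-complex controls.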
Integrin act MD: activators of alpha7 integrin expression for muscular dystrophy; alpha7betagal myoblasts, beta-gal FDG fluorescence, 48 h; Potency, µM (titrated, usually from 38.3 µM), without a hit: at the top dose activation, hits mostly activators; hit rate 0.064% among 350,000;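 note: potency is the fitted concentration of half-maximal effect; 100% = response of the positive control SU9516; nearly all actives have a fitted effect of over 60% in size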
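Alpha7betagal+/- myoblasts (passage 13) were plated 16-24 hr, then exposed to compounds (1:260 dilution of DMSO stock) for 48 hours at 37C. After MPER lysis, β-galactosidase reporter activity was read as FDG fluorescence (ex 480/em 540) after 30 minutes.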
TCR activator: activators of T cell receptors; primary human leukocytes, anti-CD3, IL-2 HTRF, 48 h; 330,000 tested, under 10 active; Potency, µM (doses to about 9.22 µM), without a hit: at the highest dose activation of IL-2 secretion, most hits filed as activators; AID 504894; note: % of control where 0% means no effect
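Primary human leukocytes receive a-CD3 beads and test compound and are incubated 48 hr. Secreted IL-2 is then assayed by HTRF, measuring 665nm acceptor emission after 320nm excitation of the europium donor.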
TSHR antag: blocks TSH signaling through the human TSH receptor; AID 504810; P16473; activity change, negative = inhibition, % at 11.5 µM; TSHR-expressing cells, TSH-stimulated cAMP HTRF, 2 h; stronger effect = lower value; hit rate 0.2% among 330,000;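 active = activity change below a set negative limit, meaning inhibition stronger than a set level, cut at about -70% in these data; inconclusive = activity change between two set negative limits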; note: % is set by controls: 0 for no effect and ±100 for the full control effect
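Cell-based HTRF cAMP assay; TSHR cells + compound, TSH EC80 (4nM final), 2 h, 37 deg C. Lysis with anti-cAMP cryptate and cAMP-d2, 30 min RT, read 665/620 nm.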
ASM inhibitor: inhibitors of human secretory acid sphingomyelinase; Potency, µM (highest dose often 57.5 µM), for inactives: top-dose activity change, negative = inhibition, actives largely listed as inhibitors; placental ASM, HMU-PC fluorogenic substrate, 60 min; AID 504937; hit rate 0.006% among 340,000; P17405; note: potency is the fitted concentration of half-maximal effect
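qHTS format. ASM enzyme prepared from human placenta hydrolyses the fluorogenic substrate HMU-PC0 (9 uM final) over 60 min at 37 °C after a 10 min compound preincubation.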
Mito fusion yeast: mitochondrial division inhibition or fusion activation | S. cerevisiae fusion-defective mutant growth rescue, CellTiterGlo 48 h | Potency, µM (highest dose often 46.1 µM), without a hit: at the top dose growth rescue (activation), actives largely listed as activators | hit rate 0.23% among 320,000;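 note: potency is the fitted concentration of half-maximal effect; % of control where 0% means no effect; nearly all actives have a fitted effect of over 45% in size; temperature-sensitive fusion mutants such as fzo1-1 at 37 °C on non-fermentable ethanol glycerol medium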
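Compounds are tested for their ability to restore growth of mitochondrial fusion-defective yeast strains at non-permissive 37C in YPEG medium over 48 hours. Viability is quantified by luciferase luminescence.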
MLL CXXC-DNA inh: MLL CXXC-DNA interaction inhibition; Q03164; MLL-CXXC / FITC-HOXA9 DNA fluorescence polarization; Potency, µM (top dose mostly 115 µM), without a hit: at the top dose activity change, negative = inhibition, hits mostly inhibitors; hit rate 0.037% among 290,000; AID 2662; active = well fitted inhibition curve with a large enough effect in the polarisation, with a control signal flat, not every such curve was filed as active; inconclusive = small, poorly fitted or top-dose-only effect, or effect the other way, or a change in a side signal; inactive = no such curve, though single readings can be large or run the other way; the % refers to the polarisation; note: potency is the fitted concentration of half-maximal effect
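Fluorescence polarization: 7 uM MLL-CXXC (stock) preincubated 5 min with compounds, then 50 nM fluorescein-HOX-A9 DNA (stock) added; 30 min ambient. Buffer 50 mM Tris-HCl pH 7.5, 50 mM NaCl, 1 mM DTT, 0.05% BSA.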
Menin MLL FP TR: displaces Texas Red mutant MLL peptide from human menin; O00255; AID 1768; Potency, µM (highest dose often 61.6 µM), for the others: top-dose FP activity change, negative = inhibition, actives largely listed as inhibitors; Menin + Texas Red MLL mutant peptide, fluorescence polarization; hit rate 0.23% among 270,000; active = well fitted inhibition curve with a large enough effect in the polarisation, with a control signal flat, not every such curve was filed as active; inconclusive = small, poorly fitted or top-dose-only effect, or effect the other way, or a change in a side signal; inactive = no such curve, though single readings can be large or run the other way; the % refers to the polarisation; note: potency is the fitted concentration of half-maximal effect; % of control where 0% means no effect; many of its hits are not listed in these tables
Numbers without * were called inactive; ? = inconclusive; / = no result given; [ ] = dose if it differs, or a comment. Unless noted, calls come from the whole dose curve; as a rule, active = well fitted curve in the direction sought with a large enough effect; inconclusive = small, poorly fitted or top-dose-only effect, or another doubt; inactive = no such curve, though single readings can be large; an effect the other way counts as inactive or inconclusive. Not all compounds are listed (hit frequency here may not be typical).

SMILES | A-T KAP1 phos | TSG101-PTAP inh | MBNL1 CUG block | Integrin act MD | TCR activator | TSHR antag | ASM inhibitor | Mito fusion yeast | MLL CXXC-DNA inh | Menin MLL FP TR
CC(C)CN(C(=O)CCC(=O)OCC(=O)NCCc1ccccc1)c1c(N)n(CC(C)C)c(=O)[nH]c1=O | 3% | 3% | -2% | -11% | 4% | 3 | 1% | -4% | 4% | /
Cc1ccccc1Nc1c(-c2ccc(N3CCOCC3)cc2)nc2cnccn12 | 6% | 0% | 13% | -26% | 1% | -8 | 40% | 5% | -10% | /
CCOc1ccc(C2C=C(c3ccc(C)cc3)Nc3nnnn32)cc1 (configuration not stated) | 11% | 0% | -6% | -27% | / | -9 | 21% | 0% | -2% | 6%
CC(=O)COc1ccc2c(C)c(C)c(=O)oc2c1 | 0% | -1% | 3% | 19% | 2% | 22 | 53%[activator] | -1% | 7% | 4%
Clc1ccc(OCCCNCc2ccccc2)c(Br)c1 | -8% | / | -6% | -58%[inhibitor] | / | -3 | 0% | -3% | 2% | ?
O=C(NCc1ccccc1)NS(=O)(=O)c1ccccc1Cl | -5% | -4% | 3% | 5% | 0% | 11 | -1% | 2% | 1% | 1%
CCOC(=O)C1=C(C)NC(C)=C(C(=O)OCC)C1C(=O)OCC(=O)N(C)Cc1ccccc1 | 1% | -3% | / | 16% | 1% | 6 | 110%[activator] | / | / | /
NNC(=O)Cn1c(SCc2ccccc2)nc2ccccc21 | / | -3% | -10% | -27% | 1% | -11 | 1% | -1% | -29% | -2%
O=C(CN(CC1CCCO1)C(=O)CNS(=O)(=O)c1ccc(F)cc1)NC1CCCC1 (configuration not stated) | 2% | 1% | -3% | 4% | 7% | -3 | 11% | -1% | 0% | /
Cc1ccccc1CN1CCN(S(=O)(=O)c2cccs2)CC1 | 0% | -1% | -2% | 12% | -4% | -3 | 2% | 0% | -1% | -5%
O=C(Cc1ccc(F)cc1)NCCS(=O)(=O)N1CCN(c2ccccc2)CC1 | 1% | -5% | / | 1% | -18% | -1 | -1% | 4% | / | /
CN(C)c1nc(N)nc(-c2nc3ccccc3s2)n1 | -8% | -4% | 1% | -10% | -2% | -5 | 2% | -4% | 3% | -29%
CCN(Cc1ccncc1)Cc1cn[nH]c1-c1ccc(OC)cc1F | 2% | -4% | 0% | 0% | -1% | -1 | 2% | 12% | -3% | 2%
Cc1ccc2nc(NC(=O)CSCC(=O)OCC(=O)c3ccc(Br)cc3)sc2c1 | -11% | -1% | 6% | 20% | -6% | 10 | -3% | 3% | 18% | /
COc1ccc(CNC(=O)C2CCCN(S(=O)(=O)N3CC(C)CC(C)C3)C2)c(OC)c1 (configuration not stated) | 3% | -4% | 7% | ? | -2% | -9 | 0% | 11µM* | -11% | /
COc1cc2sc(-c3ccc(S(C)(=O)=O)cc3)c(C#CCO)c2cc1OC | -1% | -7% | / | 3% | 4% | -7 | 127%[activator] | / | / | /
O=C(CN1C(=O)C2C3C=CC(C4CC34)C2C1=O)Nc1cccc2ncccc12 (configuration not stated) | 0% | -2% | 16% | -10% | -15% | -13 | 1% | 9% | 7% | -15%
O=C(/C=C/c1ccco1)NC(=S)Nc1ccccc1N1CCOCC1 | 0% | -2% | 11% | -42% | -3% | -8 | -13% | -9% | 2% | ?
COc1ccc(S(=O)(=O)N(C)C[C@H]2Oc3c(NC(=O)CCC(F)(F)F)cccc3C(=O)N([C@H](C)CO)C[C@@H]2C)cc1 | -2% | -1% | / | 0% | 3% | -12 | 22% | / | / | /
CCOc1ccc(NC(=O)CSc2nc3ccccc3c(=O)n2Cc2cccs2)cc1 | 2% | -6% | / | -1% | 0%[46.1 µM] | -5 | -4% | -2% | ? | -4%

Continued (2 carried over from the part before).
SMILES | A-T KAP1 phos | TSG101-PTAP inh | MBNL1 CUG block | Integrin act MD | TCR activator | TSHR antag | ASM inhibitor | Mito fusion yeast | MLL CXXC-DNA inh | Menin MLL FP TR
COc1ccc(S(=O)(=O)N(C)C[C@H]2Oc3c(NC(=O)CCC(F)(F)F)cccc3C(=O)N([C@H](C)CO)C[C@@H]2C)cc1 | -2% | -1% | / | 0% | 3% | -12 | 22% | / | / | /
CCOc1ccc(NC(=O)CSc2nc3ccccc3c(=O)n2Cc2cccs2)cc1 | 2% | -6% | / | -1% | 0%[46.1 µM] | -5 | -4% | -2% | ? | -4%
C/C(=N\Nc1nc2ccccc2[nH]1)c1ccc2c(c1)OCO2 | 0% | -1% | -5% | ? | -3% | -8 | -9% | -2% | 18% | 27%
CC(=O)Cc1nsc(Nc2ccc3c(c2)OCCO3)n1 | 14% | -9% | -4% | 3% | -2% | 7 | 4% | -9% | -9% | 1%
N#Cc1ccccc1CSc1nc2ccc(NC(=O)c3ccccc3C(=O)O)cc2s1 | -3% | -7% | 0% | -29% | -2% | -5 | 4% | 0% | -13% | ?
C(=C\c1ccccc1)/CSc1ccccn1 | 7% | 6% | 2% | 8% | 2% | -11 | 2% | 17% | 3% | 18%
CCC1Oc2ccc(C)cc2N(CC(=O)NCC2COc3ccccc3O2)C1=O (configuration not stated) | 2% | 0% | -26% | -5% | 1% | -6 | 2% | 7% | -6% | -11%
CCOC(=O)N1CCC(NC(=O)CCc2nc(-c3ccc(C)cc3)no2)CC1 | 2% | -1% | -6% | 8% | -4% | 29 | -2% | -1% | 1% | 0%
COCCNC(=O)/C(C#N)=C/c1cccc(NC(=O)c2ccccc2Cl)c1 | 4% | 1% | 3% | -1% | 16%[46.1 µM] | 1 | 1% | -8% | 18% | -16%
N#C/C(=C\c1cccs1)C(=O)NCc1ccco1 | -9% | -3% | ? | -10% | -1%[46.1 µM] | 0 | 0% | -21% | -6% | 4%
CCOC(=O)C1=C(O)/C(=C/c2ccc(OCC(=O)O)c(OC)c2)SC1=Nc1ccc(OCC)cc1 | -4% | 0% | 144%[activator] | -28% | ? | 14 | 15% | -3% | -3% | 16%
O=C(CSc1ccc(Cl)cc1)Nc1cc(-c2nc3ncccc3o2)ccc1Cl | -9% | / | ? | / | 1%[46.1 µM] | -9 | / | 1% | 10% | 5%
Cc1c(C)c2c(c(C)c1O)CCC(C)(C(=O)O)O2 (configuration not stated) | 7% | 2% | / | / | 3% | 2 | -2% | 8% | / | /
CC(Oc1cccc(Br)c1)C(=O)NNC(=O)CCS(=O)(=O)c1ccccc1 (configuration not stated) | 8% | -2% | / | 24% | / | -8 | 1% | / | / | /
O=C(Nc1ccon1)c1cnc2sccn2c1=O | 1% | -4% | 0% | 18% | -4% | 11 | 4% | 0% | -11% | -3%
COc1cccc(-c2csc(N3CCN(C(=S)Nc4ccccc4OC)CC3)n2)c1 | -3% | -2% | 35%[activator] | -5% | -70% | -3 | -2% | -2% | 23% | 0%
CCC(=O)Nc1ccc2c(c1)nc(CCN1CCC(C)CC1)n2C | 1% | -1% | -5% | ? | 14% | 1 | 5% | 4% | 0% | -17%
COc1ccc(NC(=O)C2CCCCC2)cc1S(=O)(=O)N1CCOCC1 | 5% | -5% | / | 6% | -6% | -4 | 2% | / | / | /
O=C(NCC1CCCO1)C(c1cccs1)N(Cc1ccccc1)C(=O)c1ccc(-c2ccccc2)[nH]1 (configuration not stated) | -10% | 2% | -5% | -3% | 28%[46.1 µM] | -14 | -19% | 1% | 1% | -16%
CCc1ccc(NC(=O)C2CCN(S(=O)(=O)c3c(C)[nH]c(=O)[nH]c3=O)CC2)cc1 | 11% | 2% | -7% | -20% | 3% | -2 | 0% | 0% | 23% | 24%
O=C(COC(=O)C1CC(=O)N(CCc2ccccc2)C1)c1ccc[nH]1 (configuration not stated) | -2% | 0% | / | -5% | 4% | 10 | 2% | -1% | / | /

Full records, looked up by structure:
CCC1Oc2ccc(C)cc2N(CC(=O)NCC2COc3ccccc3O2)C1=O (configuration not stated) as listed: A-T KAP1 phos: 2%; TSG101-PTAP inh: 0%; MBNL1 CUG block: -26%; Integrin act MD: -5%; TCR activator: 1%; TSHR antag: -6; ASM inhibitor: 2%; Mito fusion yeast: 7%; MLL CXXC-DNA inh: -6%; Menin MLL FP TR: -11%
CCC(=O)Nc1ccc2c(c1)nc(CCN1CCC(C)CC1)n2C as listed: A-T KAP1 phos: 1%; TSG101-PTAP inh: -1%; MBNL1 CUG block: -5%; Integrin act MD: ?; TCR activator: 14%; TSHR antag: 1; ASM inhibitor: 5%; Mito fusion yeast: 4%; MLL CXXC-DNA inh: 0%; Menin MLL FP TR: -17%

Bioassay records from PubChem.
